Source: PubChem BioAssay
A3A deaminase – blocks human APOBEC3A ssDNA deamination | 330,000 compounds, 0.41% hits | inhibition, % at 20 µM | recombinant A3A, FAM/TAMRA ssDNA deamination fluorescence | P31941 | AID 493011;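 active = at least 40% inhibition at 20 µM here, with at most 30% in a related deaminase screen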;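 note: plate controls were A3A with DMSO for no effect and wells lacking A3A enzyme for full effect; some results filed as inactive read as strong as hits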
Target sequence (P31941 whole entry, looked up): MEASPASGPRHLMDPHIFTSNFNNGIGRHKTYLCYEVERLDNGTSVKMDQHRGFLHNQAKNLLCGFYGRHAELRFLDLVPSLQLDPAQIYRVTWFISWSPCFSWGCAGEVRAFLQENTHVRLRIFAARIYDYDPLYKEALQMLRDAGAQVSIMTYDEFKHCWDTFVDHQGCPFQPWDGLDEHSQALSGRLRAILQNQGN
APOBEC3G inh – inhibitors of human APOBEC3G DNA deaminase; Q9HC16; 330,000 compounds, 0.28% hits; AID 493012; recombinant A3G, ssDNA deamination FAM/TAMRA fluorescence; inhibition, % at 20 µM;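 active = inhibition of at least 40% at 20 µM, with no more than 30% in the related APOBEC3A deaminase screen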;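 note: plate controls were DMSO wells with A3G for no effect and wells lacking A3G enzyme for full effect; some compounds called inactive have numbers as strong as hits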
hIAP inh – human IAP inhibition; inhibition, % at 10 µM; purified IAP, CDP-Star luminescence, 30 min; 330,000 compounds, 0.12% hits;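 active = inhibition reaching a set limit with compound at 10 µM in the primary screen, cut at about 35% in these data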;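 note: plate controls were DMSO wells with enzyme for no effect and no-enzyme buffer wells for full effect; values of inactives mirror those of a sister screen read the other way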
Target sequence (P09923 whole entry, looked up): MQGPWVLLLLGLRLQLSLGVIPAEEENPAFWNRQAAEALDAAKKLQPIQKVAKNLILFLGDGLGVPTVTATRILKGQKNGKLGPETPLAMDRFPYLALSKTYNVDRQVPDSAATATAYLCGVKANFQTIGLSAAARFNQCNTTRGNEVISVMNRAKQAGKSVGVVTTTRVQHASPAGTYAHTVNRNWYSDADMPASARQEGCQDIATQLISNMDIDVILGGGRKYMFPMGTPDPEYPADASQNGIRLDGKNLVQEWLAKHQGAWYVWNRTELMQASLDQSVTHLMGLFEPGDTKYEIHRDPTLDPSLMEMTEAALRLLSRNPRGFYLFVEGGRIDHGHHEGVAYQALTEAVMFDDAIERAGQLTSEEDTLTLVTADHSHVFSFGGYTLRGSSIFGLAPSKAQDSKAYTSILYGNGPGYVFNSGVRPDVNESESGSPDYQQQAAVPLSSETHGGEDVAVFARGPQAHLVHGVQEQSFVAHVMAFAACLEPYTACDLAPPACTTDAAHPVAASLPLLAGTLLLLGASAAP
NALP3 yeast inh – blocks the NALP3 inflammasome reconstituted in yeast; 330,000 compounds, 0.39% hits; AID 2825; inhibition, % at 10 µM; Yeast reconstituted NLRP3/ASC/caspase-1, beta-gal luminescence, 24 h;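 active = inhibition of 50% or more; inactive = inhibition below 50%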;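 note: plate controls were induced DMSO wells for no effect and uninduced yeast grown without galactose for full effect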
beta cell repl – induces beta-cell replication in MIN6 cells; MIN6 cells proliferation, ATPlite luminescence, 48 h; cells starved in 0.2% serum; 100% = growth in 10% serum; proliferation, % at 10 µM; 330,000 compounds, 0.29% hits; AID 2380;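 active = compounds whose signal lies at least 3.5 SD above the mean of all wells on their plate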;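 note: 0% = DMSO-treated cells in low-serum medium and 100% = 10% serum control; some compounds called inactive have numbers as strong as hits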
hIAP activ – increases human intestinal alkaline phosphatase activity; P09923; purified human IAP, CDP-Star luminescence, 30 min; stronger effect = higher value; 1 = vehicle-only enzyme, 0 = enzyme-free background; activation factor at 10 µM; 330,000 compounds, 0.16% hits; AID 2524;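 active = activation factor of the enzyme at least 2-fold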; note: the source names both 10 and 20 µM as test concentration; values of inactives mirror those of a sister screen read the other way
mIAP activ – mouse IAP activation; muIAP, CDP-Star luminescence, 30 min; stronger effect = higher value; 1 = vehicle-only enzyme signal, 0 = enzyme-free wells; activation factor at 10 µM; 330,000 compounds, 0.24% hits; AID 2805;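 active = activation factor of at least 2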; note: the source names both 10 and 20 µM as test concentration; values of inactives mirror those of a sister screen read the other way
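also added = chemiluminescent substrate CDP-Star | test system = mouse IAP enzyme | signal = chemiluminescence readout | compound = DMSO-dissolved test compounds | incubation = 30 min at room temperature | benchmarks = DMSO wells, no-enzyme wells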
mIAP block – blocks mouse intestinal alkaline phosphatase; 330,000 compounds, 0.2% hits; AID 2806; purified mouse IAP, CDP-Star luminescence, 30 min; inhibition, % at 10 µM;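 active = inhibition of at least 40% at 10 µM in the primary screen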;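 note: plate controls were DMSO with enzyme for no effect and no enzyme wells for full effect; values of inactives mirror those of a sister screen read the other way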
SENP1 FRET inh – SENP1 (human) catalytic domain inhibition; Q9P0U3; inhibition, % at 10 µM; 360,000 compounds, 0.21% hits; recombinant SENP1 catalytic domain, CyPet-SUMO1-YPet FRET cleavage;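 active = inhibition at least 30% at 10 µM, raw YFP signal under a set limit, fluorescence ratio 0.5 to 1.5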;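 note: 0% = enzyme with DMSO and 100% = no enzyme wells; some results filed as inactive read as strong as hits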
Target sequence (Q9P0U3 419-644 limits assumed): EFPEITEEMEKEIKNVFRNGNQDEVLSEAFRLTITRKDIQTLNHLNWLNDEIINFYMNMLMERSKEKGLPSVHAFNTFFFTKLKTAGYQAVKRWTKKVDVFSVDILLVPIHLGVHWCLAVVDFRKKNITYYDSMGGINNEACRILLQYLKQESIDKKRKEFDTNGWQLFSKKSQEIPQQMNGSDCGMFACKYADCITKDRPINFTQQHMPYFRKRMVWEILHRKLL
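system = hSENP1 catalytic domain, recombinant | reagent = SFCypet-SUMO1-SFYpet substrate at 25 nM | doses = one dose per compound, 10 µM, 0.5% DMSO | incubation = enzyme reaction for 50 min at room temperature, dark | measured by = FRET, CFP and YFP emission | controls = no-enzyme low, enzyme-DMSO high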
Active calls of the source: *.

Structure,A3A deaminase,APOBEC3G inh,hIAP inh,NALP3 yeast inh,beta cell repl,hIAP activ,mIAP activ,mIAP block,SENP1 FRET inh
Cc1ccc([C@@H]2CC=C(C(=O)O)[C@H](c3ccc(Br)cc3)N2S(=O)(=O)c2ccccc2C)cc1,-0.8,-4.1,-15.4,11.1,-5.1,1.15,0.795,20.5,-2.4
CCOC(=O)c1c(C)[nH]c(C(=O)COC(=O)c2ccccc2NC(=O)c2ccco2)c1C,0.4,-6.9,-8.8,-5.7,5.3,1.09,0.938,6.2,-2.9
CC(C)N1CCN(C(=O)c2cccc(Cl)c2)CC1,-2.1,-3.6,-26.3,10.4,-0.6,1.26,1.11,-10.8,-3.1
NC(=O)c1ccc(NC(=O)COC(=O)C2(c3ccccc3F)CCCC2)cc1,-1.0,-5.7,-6.8,12.1,-3.3,1.07,1.09,-9.4,2.2
CCCCn1c(N)c(N(CC(C)C)C(=O)c2ccc(OCc3c(C)noc3C)cc2)c(=O)[nH]c1=O,-4.6,-13.6,14.8,16.6,-2.5,0.852,1.01,-0.6,-0.5
C=C1CSc2nc(=O)c3c4c(sc3n21)CCCC4,3.2,5.2,-3.3,7.7,-1.7,1.03,1.01,-0.9,-5.9
Cc1c(/C=N/NC(=O)COc2ccccc2[N+](=O)[O-])c2ccccc2n1C,-0.7,-1.0,14.5,-2.2,3.9,0.855,0.917,8.3,0.3
CCC(=O)Nc1c(S(=O)(=O)c2ccccc2)c2nc3ccccc3nc2n1Cc1ccccc1,1.8,1.1,-2.6,10.7,-0.8,1.03,0.973,2.7,-29.0
O=C1C=C(c2ccccc2)C[C@@H](c2ccc(Cl)cc2)C1,0.7,-0.4,13.2,13.0,-1.2,0.868,0.821,17.9,-0.3
CC1(C#CC[N+]2(C)CCCCC2)CCC2C(O1)c1ccccc1OC2(C)C (stereo not given),74.7*,21.3,-8.9,2.1,-4.6,1.09,1.01,-0.7,0.9
Cc1cccc(N(C(=O)Cc2cccs2)C(C(=O)NC2CCCC2)c2ccncc2)c1 (stereo not given),3.4,1.3,-3.7,9.7,-1.3,1.04,1.02,-2.4,0.8
CCOc1ccccc1OCCCOc1ccc(C)cc1Br,0.9,-1.2,-2.7,-5.2,-0.5,1.03,0.865,13.5,-2.3
CC(=O)c1ccc(NC(=O)c2cc(CC(C)C)nc3ccccc23)cc1,5.6,0.8,6.9,34.4,-1.4,0.931,1.05,-5.4,-1.5
Cc1ccc(C)c(OCCC(=O)Nc2ccccc2C(=O)NC2CC2)c1,-1.6,-2.1,12.1,4.4,-3.7,0.879,1,-0.4,0.4
COc1cc(SC)ccc1C(=O)NCCOc1c(C)cc(C)cc1C,2.4,-0.5,8.8,26.8,-2.4,0.912,0.971,2.9,2.9
COc1cccc(-c2nc(S(=O)(=O)c3ccccc3)c(N3CCOCC3)o2)c1,-4.0,-4.5,-18.4,7.9,-1.0,1.18,0.969,3.1,0.1
O=[N+]([O-])c1ccc(O)c(/C=N/n2c(-c3ccccc3)n[nH]c2=S)c1,-8.2,26.3,-5.9,25.7,-2.4,1.06,0.925,7.5,-7.7
Cc1nn(-c2ccc(Cl)nn2)c(=O)c2ccccc12,3.1,-3.6,-5.1,-4.3,-2.3,1.05,1.11,-10.7,-6.7
CC(C)Cc1cc(C(=O)Nc2ccc(Br)cc2)no1,5.4,-1.6,-0.4,-11.4,-1.1,1,0.937,6.3,2.1
COc1cc(/C=C/C(=O)OC(C)C(=O)Nc2c(C)n(C)n(-c3ccccc3)c2=O)ccc1O (stereo not given),-1.6,-6.8,3.8,13.0,-1.6,0.962,0.958,4.2,-24.8
CCCCCc1cc(=O)oc2c(C(CCN3CCCCC3)c3ccc(OC)cc3)c(OC)cc(OC)c12 (stereo not given),-0.4,-8.3,8.5,28.4,-8.9,0.915,1.01,-0.6,0.3
O=c1c2ccccc2nc(-c2ccccc2Cl)n1O,-0.8,0.2,-16.2,2.5,-0.8,1.16,1,-0.4,0.3
CC1(C)Nc2ccc(O)cc2-c2c1ssc2=S,-0.1,-5.2,9.8,20.1,-3.8,0.902,0.781,21.9,1.6
CCOC(=O)C1CCN(C(=O)C2CCN(S(=O)(=O)c3c(C)noc3C)CC2)CC1,-3.5,-4.3,7.1,-9.5,2.1,0.929,1.09,-9.5,1.4
O=C(CCCN1C(=O)c2ccccc2C1=O)NC1CCCCCC1,-0.5,-2.9,-18.8,24.8,-3.4,1.19,0.913,8.7,2.9
NNC(=O)C(=O)Nc1ccc(O)cc1,5.0,4.1,-7.3,6.2,-0.5,1.07,0.975,2.5,-3.0
COc1cccc(/C=C/C(=O)N2CC(C)OC(C)C2)c1OC (stereo not given),24.3,0.9,-18.1,-16.9,-2.9,1.18,1.14,-14.0,-1.0
CCOc1ccc(Br)cc1S(=O)(=O)NC1=NCCCCC1,0.0,-3.9,-10.5,14.0,-1.9,1.1,1.02,-1.7,3.8
O=C(NCCN1CCOCC1)c1cccnc1SCc1ccccc1Cl,36.5,-2.9,2.3,9.2,-4.8,0.977,1.04,-4.5,-3.4
O=C1CC(c2ccccc2)CC(O)=C1C=NCCCN1CCOCC1 (stereo not given),-2.2,-5.7,-18.4,24.1,1.7,1.18,1.03,-2.7,-1.1
Cc1nn(CC2CC2)c(=O)n1-c1ccc(F)cc1,0.5,-2.9,-2.0,-2.1,-2.0,1.02,0.877,12.3,-0.6
CC(=O)Nc1ccc(N/C=C2/CCCC2=O)cc1,-0.4,1.9,0.8,21.2,-0.9,0.992,0.982,1.8,-24.3
O=C(CSc1nc(-c2cccs2)cc(C(F)(F)F)n1)Nc1cc(OCC(F)(F)F)cc([N+](=O)[O-])c1,-3.5,-9.2,12.6,9.9,-5.9,0.874,0.946,5.4,0.4
Cc1cc(C(=O)N/N=C/c2cc(Cl)cc([N+](=O)[O-])c2O)n[nH]1,0.6,-3.7,-86.9,24.5,-1.6,1.87,0.633,36.7,5.1
O=C(CCN1C(=O)/C(=C\c2ccccc2)SC1=S)N1CCCCC1,-5.0,-8.3,-28.4,36.1,-3.2,1.28,0.895,10.5,2.2
O=C(Nc1ccc(Cl)cc1)Nc1ccc(N2CCC(C(F)(F)F)CC2)nc1,-2.4,-7.1,-3.3,-15.1,1.3,1.03,1.47,-47.1,-1.6
O=C(OCc1nc2ccccc2s1)[C@@H]1CCCN1S(=O)(=O)c1ccccc1F,3.4,-0.3,-8.9,20.3,-4.1,1.09,0.923,7.7,0.5
O=C(COC(=O)c1ccco1)NCC1CCCCC1,-2.3,-9.6,9.2,17.5,-2.1,0.908,0.957,4.3,0.7
Cc1occc1C(=O)Nc1cccc(C(=O)NCc2ccccc2)c1,-5.6,-5.1,-10.9,15.2,-0.7,1.11,1.13,-13.1,2.0
Cc1ccc(/C(O)=C/c2nc3cc(C)ccc3oc2=O)cc1,-2.9,-2.8,-16.1,20.7,-3.6,1.16,0.896,10.4,0.4
COc1cc2c(cc1OC)-c1nnc(-c3cccs3)n1C1(CCCC1)C2,-2.4,-4.8,-6.6,24.2,0.2,1.07,1.09,-8.8,1.7
Cc1ccc(S(=O)(=O)NCCNC(=O)CN2CCOCC2)cc1,-4.4,-14.6,-5.0,-9.6,-0.5,1.05,1.05,-5.0,0.7
CCCc1cc(=O)n2[nH]c(C)nc2n1,-4.2,-8.0,-5.9,-3.2,0.2,1.06,0.926,7.4,1.3
COCCCn1c2nc3ccccc3nc2c2c(=O)n(-c3ccccc3OC)cnc21,-1.3,-4.1,17.7,4.8,1.9,0.823,0.946,5.4,-4.0
CCN(CC)S(=O)(=O)c1ccc(NC(=O)c2ccccc2N(C)S(C)(=O)=O)cc1,-1.8,-3.6,-1.6,10.8,1.5,1.02,0.954,4.6,-1.2
Cc1csc(N/N=C/c2c(F)cccc2Cl)n1,-4.6,-9.8,24.3,11.6,-3.4,0.757,0.958,4.2,-1.8
COC(=O)c1c(-c2ccc(OC)cc2)sc2cc3c(cc12)OCO3,-4.9,-9.3,6.9,15.9,-4.8,0.931,0.989,1.1,-1.1
C[C@@H]1CN([C@@H](C)CO)C(=O)Cc2cc(NC(=O)Nc3ccc(C(F)(F)F)cc3)ccc2O[C@@H]1CN(C)S(=O)(=O)c1ccc(Cl)cc1,0.6,-3.2,-16.6,13.1,-6.0,1.17,1.41,-41.2,-2.5
CCCCc1n(CC(=O)c2ccc(Cl)cc2)c2ccccc2[n+]1C,2.5,-8.8,2.3,0.8,-4.3,0.977,0.986,1.4,1.8
O=C(CN1C(=O)CCSc2ccccc21)Nc1ccccc1,1.0,-1.6,30.9,-10.7,-2.8,0.691,0.989,1.1,0.2
N/C(=N\O)c1ccccc1-n1cccc1,0.3,-3.1,2.9,-3.8,-1.9,0.971,0.919,8.1,1.4
CCNc1nc(NCC)nc(OCCNS(=O)(=O)c2cc(C)ccc2C)n1,1.4,1.9,6.4,-4.4,2.8,0.936,1.06,-6.3,0.1
CC1CCC(NC(=O)CCCn2sc3ccccc3c2=O)CC1 (stereo not given),-0.3,-2.6,2.4,10.5,-3.7,0.976,1.06,-6.0,1.2
COc1cc(OC)c(C(=O)Nc2cccc3ccccc23)cc1OC,-9.3,-2.5,10.1,25.6,-1.0,0.899,1.07,-6.8,4.5
CN1CCN(c2ccc(S(=O)(=O)N3CCCCC3)cn2)CC1,0.9,-2.5,-1.5,-4.3,0.8,1.01,1.01,-0.8,1.5
COc1ccc(CN2CC(=O)N3[C@H]4c5cc(C)ccc5OC[C@@H]4[C@H](c4ccccc4)[C@]3(C)C2=O)cc1,-2.5,-7.3,-6.2,8.2,-5.4,1.06,0.945,5.5,8.9
Cc1ccc(-c2nn(-c3ccccc3)cc2C(=O)NN2CCN(C)CC2)cc1,0.8,-4.4,10.7,12.7,-0.6,0.893,0.969,3.1,-1.6
CCCCn1c(SCC(=O)N2CC(=O)Nc3ccccc32)nnc1-c1ccoc1C,-4.7,-8.9,-1.5,5.7,-2.1,1.01,1.13,-13.2,-4.1
CCN(C[C@H]1N[C@@](C)(C(=O)OC)[C@H]2C(=O)N(C)C(=O)[C@@H]12)S(=O)(=O)c1ccc(F)cc1,-7.0,-7.5,-6.9,6.9,0.6,1.07,1,-0.2,1.0
COc1cccc(Oc2cn[nH]c2-c2ccc(O)cc2O)c1,-0.4,-0.9,-37.0,16.7,-1.3,1.37,0.845,15.5,0.7
Cc1ccc(S(=O)(=O)NC(=O)c2ccccc2C)cc1,-1.4,-8.2,4.2,8.2,1.0,0.958,0.967,3.3,0.7
Cc1coc2c(C)c3oc(=O)c(CCC(=O)N[C@@H](C)C(=O)N[C@@H](Cc4ccccc4)C(=O)O)c(C)c3cc12,5.4,8.3,-5.4,-1.9,-5.1,1.05,0.857,14.3,-30.0
O=C(COc1ccccc1)Nc1nn[nH]n1,0.5,0.9,-12.2,-2.0,-0.2,1.12,1.03,-3.3,-0.4

These rows are one share of the data (hit frequency here may not be typical).
